mIAP inh: mouse IAP inhibition; AID 2806; 330,000 compounds, 0.2% hits; inhibition, % at 10 µM; purified mouse IAP, CDP-Star luminescence, 30 min;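 active = inhibition of at least 40% at 10 µM in the primary screen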;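 note: plate controls were DMSO with enzyme for no effect and no enzyme wells for full effect; values of inactives mirror those of a sister screen read the other way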
A3G deaminase: inhibitors of human APOBEC3G DNA deaminase; recombinant A3G, ssDNA deamination FAM/TAMRA fluorescence; AID 493012; inhibition, % at 20 µM; 330,000 compounds, 0.28% hits; Q9HC16;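 active = inhibition of at least 40% at 20 µM, with no more than 30% in the related APOBEC3A deaminase screen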;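 note: plate controls were DMSO wells with A3G for no effect and wells lacking A3G enzyme for full effect; some compounds called inactive have numbers as strong as hits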
Target sequence (Q9HC16 whole entry, looked up): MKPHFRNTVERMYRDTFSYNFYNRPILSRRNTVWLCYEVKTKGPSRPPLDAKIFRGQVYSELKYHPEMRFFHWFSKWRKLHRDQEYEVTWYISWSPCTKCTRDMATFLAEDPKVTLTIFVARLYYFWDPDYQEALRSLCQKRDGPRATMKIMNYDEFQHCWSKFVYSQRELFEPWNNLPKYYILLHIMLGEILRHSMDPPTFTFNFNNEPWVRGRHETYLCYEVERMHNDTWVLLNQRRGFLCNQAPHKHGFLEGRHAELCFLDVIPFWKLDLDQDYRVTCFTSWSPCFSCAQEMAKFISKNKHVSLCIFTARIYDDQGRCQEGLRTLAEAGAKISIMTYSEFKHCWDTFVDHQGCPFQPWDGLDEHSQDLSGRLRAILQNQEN
MPTP block: blocks calcium-induced mitochondrial swelling | 360,000 compounds, 1.4% hits | AID 602449 | isolated mouse mitochondria, Ca2+ swelling absorbance, 30 min | inhibition, % at 10 µM;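 active = inhibition of 50% or more, scaled per plate between neutral and stimulator controls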;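 note: 0% = DMSO wells given calcium and 100% = 1 mM EGTA wells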
MIN6 prolif: induces beta-cell replication in MIN6 cells | AID 2380 | MIN6 cells proliferation, ATPlite luminescence, 48 h; cells starved in 0.2% serum; 100% = growth in 10% serum | proliferation, % at 10 µM | 330,000 compounds, 0.29% hits;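 active = compounds whose signal lies at least 3.5 SD above the mean of all wells on their plate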;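 note: 0% = DMSO-treated cells in low-serum medium and 100% = 10% serum control; some compounds called inactive have numbers as strong as hits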
hIAP block: human IAP inhibition; 330,000 compounds, 0.12% hits; inhibition, % at 10 µM; P09923; purified IAP, CDP-Star luminescence, 30 min;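 active = inhibition reaching a set limit with compound at 10 µM in the primary screen, cut at about 35% in these data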;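 note: plate controls were DMSO wells with enzyme for no effect and no-enzyme buffer wells for full effect; values of inactives mirror those of a sister screen read the other way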
hIAP act: human IAP activation; P09923; purified human IAP, CDP-Star luminescence, 30 min; hits give high values; 1 = vehicle-only enzyme, 0 = enzyme-free background; activation factor at 10 µM; 330,000 compounds, 0.16% hits; AID 2524;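 active = activation factor of the enzyme at least 2-fold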; note: the source names both 10 and 20 µM as test concentration; values of inactives mirror those of a sister screen read the other way
GRIN3A LBD mod: modulators (binders) of human NR3A ligand-binding domain; NR3A LBD differential scanning fluorimetry, Tm shift; 0% = protein alone, 100% = glycine-bound protein; Tm shift relative to glycine control, % at 25 µM; 340,000 compounds, 2.5% hits; AID 1259313;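 active = melting temperature shift of at least 10% of the positive control shift, at one fixed dose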
mIAP activ: mouse IAP activation; activation factor at 10 µM; AID 2805; muIAP, CDP-Star luminescence, 30 min; hits give high values; 1 = vehicle-only enzyme signal, 0 = enzyme-free wells; 330,000 compounds, 0.24% hits;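 active = activation factor of at least 2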; note: the source names both 10 and 20 µM as test concentration; values of inactives mirror those of a sister screen read the other way
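Assay system: mouse IAP enzyme; Reagent: CDP-Star chemiluminescent phosphatase substrate; Compound: DMSO-dissolved test compounds; Incubation: 30 min, room temperature; Technique: luminescence from enzymatic CDP-Star hydrolysis; Controls: DMSO-only wells and no-enzyme negative control.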
APOBEC3A inh: human APOBEC3A DNA deaminase inhibition. P31941. recombinant A3A, FAM/TAMRA ssDNA deamination fluorescence. inhibition, % at 20 µM. 330,000 compounds, 0.41% hits. AID 493011;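 active = at least 40% inhibition at 20 µM here, with at most 30% in a related deaminase screen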;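 note: plate controls were A3A with DMSO for no effect and wells lacking A3A enzyme for full effect; some results filed as inactive read as strong as hits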
Target sequence (P31941 whole entry, looked up): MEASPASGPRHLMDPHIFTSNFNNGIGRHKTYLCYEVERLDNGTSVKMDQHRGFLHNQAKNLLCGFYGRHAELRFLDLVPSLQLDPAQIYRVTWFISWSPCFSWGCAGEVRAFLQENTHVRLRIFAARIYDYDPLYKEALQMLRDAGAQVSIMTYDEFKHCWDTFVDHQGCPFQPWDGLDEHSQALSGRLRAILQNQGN
* = called active by the depositor.

SMILES	mIAP inh	A3G deaminase	MPTP block	MIN6 prolif	hIAP block	hIAP act	GRIN3A LBD mod	mIAP activ	APOBEC3A inh
Cc1ccc(NC(=O)CS(=O)CC(=O)N(CC(=O)NC(C)(C)C)c2cccc(C)c2C)cc1 (stereo unspecified)	-5	-6	0.2	-3	-4	1	-2	1	0
O=C1COc2ccc(S(=O)(=O)Nc3cccc(Cl)c3)cc2N1	5	-6	2.3	-3	-10	1.1	-6	0.95	-6
Cn1c(CCNS(=O)(=O)c2ccccc2)nc2cc([N+](=O)[O-])ccc21	-2	0	-1.4	4	-36	1.4	0	1	1
CC(=O)c1ccccc1OC(=O)c1ccco1	2	2	0.6	-3	-21	1.2	-2	0.98	1
Cc1ccc2nc(-c3ccc(SCC(=O)Nc4ccc5c(c4)OCCO5)nc3)[nH]c2c1	1	-8	-2.6	-3	10	0.9	26*	0.99	7
CC(=O)NCCN=Cc1sc2ccccc2c1O	-17	-4	-0.1	-1	-4	1	-2	1.2	-2
CN1CCN(CCC(=O)Nc2ccc(OCc3ccccc3)cc2)CC1	-8	0	2.6	0	2	0.98	3	1.1	1
Cc1nn(C(=O)c2ccc3c(c2)OCO3)c(N)c1-c1ccccc1	-9	-12	1.3	-4	6	0.94	0	1.1	-3
CCc1nnc(NC(=O)CN2CC(C)OC(C)C2)s1 (stereo unspecified)	0	-4	0.8	0	-11	1.1	-3	1	-5
Cc1ccc2c(c1)N(CC(=O)NC1CCCCCC1)C(=O)c1cccnc1O2	9	2	-1.5	-4	5	0.95	-8	0.91	1
COc1ccc(C(=O)Nc2ccc(NC(=O)c3cccs3)cc2)cc1Cl	10	-5	0.2	-3	-34	1.3	34*	0.9	-2
CC(C)(CNC(=O)c1ccccc1F)CNC(=O)c1ccccc1F	-6	-1	0.0	2	-10	1.1	-1	1.1	0
O=C(COC(=O)C12CC3CC(CC(Br)(C3)C1)C2)Nc1c(F)cccc1F	-12	4	-2.0	-2	11	0.89	2	1.1	2
Cc1ccc(S(=O)(=O)C2(C(=O)NCc3ccccc3Cl)CC2)cc1	14	-4	1.6	-1	-2	1	0	0.86	5
O=C(CCSCCC(=O)N1CCCC1)N1CCCC1	4	-3	-1.2	-1	9	0.91	0	0.96	10
Brc1ccc(-c2nnc(-c3ccc4c(c3)OCO4)o2)o1	-1	-3	0.2	-5	-13	1.1	2	1	-1
CCCCCC(=O)N[C@@H](c1ccccc1)[C@@H](O)C(=O)O[C@H]1C[C@@]2(O)[C@@H](OC(=O)c3ccccc3)C3[C@](C)(C(=O)[C@H](OC(C)=O)C(=C1C)C2(C)C)[C@@H](O)C[C@H]1OC[C@@]31OC(C)=O (stereo partly specified)	-50	-7	-0.8	-6	12	0.89	-2	1.5	-3
Cc1cccc(CC(=O)NCCN2CCCCC2)c1	7	4	-0.6	-1	5	0.95	0	0.93	0
O=S(=O)(/C=C/c1ccccc1)Nc1cccc(S(=O)(=O)NC2=NCCC2)c1	-3	1	0.5	-2	-17	1.2	-1	1	2
Cc1cc(OCC(=O)N2CCN(c3cccc(Cl)c3)CC2)c2c(C)c(C)c(=O)oc2c1	6	-4	-0.1	-2	-21	1.2	-1	0.94	-3
CCCCn1nc2cc(C(=O)N(CC)c3ccc(OC)cc3)ccc2c1OCC	-1	-1	-0.8	-5	-10	1.1	1	1	-2
CCOC(=O)c1c(NC(=O)COC)sc(C(C)=O)c1C	-3	-1	1.9	2	11	0.89	-2	1	1
O=C(CSc1ncccc1C(=O)O)Nc1ccc2c(c1)OCCO2	-12	-4	0.7	-3	-21	1.2	0	1.1	-3
COc1ccc(-c2cc(=O)oc3cc(OCC(=O)N4CCOCC4)ccc23)cc1	1	-10	0.8	-1	18	0.82	0	0.99	-6

The closing three records of the section before lead into the next:
SMILES	mIAP inh	A3G deaminase	MPTP block	MIN6 prolif	hIAP block	hIAP act	GRIN3A LBD mod	mIAP activ	APOBEC3A inh
CCOC(=O)c1c(NC(=O)COC)sc(C(C)=O)c1C	-3	-1	1.9	2	11	0.89	-2	1	1
O=C(CSc1ncccc1C(=O)O)Nc1ccc2c(c1)OCCO2	-12	-4	0.7	-3	-21	1.2	0	1.1	-3
COc1ccc(-c2cc(=O)oc3cc(OCC(=O)N4CCOCC4)ccc23)cc1	1	-10	0.8	-1	18	0.82	0	0.99	-6
O=C1c2ccccc2C(=O)N1Nc1ccc([N+](=O)[O-])cc1[N+](=O)[O-]	14	3	0.0	-3	14	0.86	2	0.86	-4
Cc1ccc(NC(=S)N2CCOCC2)cc1	6	-7	-0.5	2	4	0.96	2	0.94	-3
CC(C)C(=O)Nc1cccc(C(=O)Nc2ccccc2C(=O)O)c1	2	-9	1.1	-4	-35	1.3	-6	0.98	0
CCOC(=O)c1sc2nc3n(c(=O)c2c1C)CCCCC3	-3	2	1.5	1	-3	1	3	1	6
O=C(COC(=O)/C=C/c1ccccc1[N+](=O)[O-])Nc1ccc(S(=O)(=O)N2CCOCC2)cc1	2	-10	-1.6	2	-22	1.2	-16	0.98	-2
CCc1ccccc1NC(=S)NNC(=O)c1ccccc1Cl	7	0	1.1	-2	-87	1.9	-1	0.93	-2
O=C(COc1ccccc1)NNc1nc2c(F)cccc2s1	10	-4	-1.7	-4	-76	1.8	1	0.9	1
Cc1ccc(NC(=O)c2ccc3c(=O)n4c(nc3c2)CCCCC4)nc1	-7	-9	0.0	0	4	0.96	1	1.1	-3
CCC(=O)c1ccc(OCC(=O)Nc2ccc3nc(C)sc3c2)cc1	7	-5	16	-2	5	0.95	0	0.93	0
CCOc1ncccc1C(=O)NCC(c1ccccc1)N(C)C (stereo unspecified)	7	-7	-0.4	6	-2	1	2	0.93	-1
CCO[C@H]1OC(C(=O)N2CCOCC2)=C[C@@H](c2ccc(C(F)(F)F)cc2)[C@@H]1CCCO	0	-6	1.5	9	-6	1.1	1	1	-1
COc1cccc(CNC(=O)C2CCN(S(=O)(=O)c3ccc4c(c3)CCC(=O)N4)CC2)c1	-2	-7	0.0	-2	1	0.99	-1	1	-3
CCCn1c(=O)n(CC(=O)NCC2CCCO2)c(=O)c2c3c(sc21)COC(C)(C)C3 (stereo unspecified)	-7	2	0.4	0	2	0.98	-1	1.1	-1
CCN(c1ccc(C)cc1C)S(=O)(=O)c1nnc(NC(=O)C(C)C)s1	8	-4	2.1	-5	-3	1	-2	0.92	5
COc1ccc2nc(SCC(=O)NC3CCCCC3C)[nH]c2c1 (stereo unspecified)	1	-3	-0.3	-3	-6	1.1	-2	0.99	-5
CCCN(CCC)CCNC(=O)c1cc2c(-c3ccc(Cl)cc3)nn(C)c2s1	-20	1	-1.0	-5	-21	1.2	-1	1.2	3
O=C(NCCc1nc2ccccc2[nH]1)/C(=C/c1ccc(F)cc1)NC(=O)c1ccco1	-9	-2	1.0	-2	-26	1.3	0	1.1	3
CCOC(=O)Cc1csc(NC(=O)CSC2=NCCS2)n1	-12	2	-0.5	-3	-7	1.1	-3	1.1	0
Cc1noc(C)c1COc1ccc(C(=O)OCC(=O)N2c3ccccc3NC(=O)C2(C)C)cc1	4	15	0.6	-5	2	0.98	2	0.96	30
O=C(O)c1ccccc1-c1nnc2c(Cl)cc(C(F)(F)F)cn12	3	-8	0.3	6	19	0.81	2	0.97	-3
O=S(=O)(c1ccc(NC2CCCc3ccccc32)nc1)N1CCOCC1 (stereo unspecified)	5	1	-0.7	-2	1	0.99	-2	0.95	-1
CCO[C@@H]1OC(C(N)=O)=C[C@H](C2CCCCC2)[C@H]1CCCO	45*	-8	-0.7	-3	-9	1.1	-5	0.55	-3
O=C(O)c1ccccc1C(=O)N1CCN(Cc2ccc3c(c2)OCO3)CC1	-11	-6	-0.3	2	-2	1	0	1.1	1
Cc1cccc(N(Cc2ccccc2)C(=O)C2CCN(C(=O)c3ccccc3C)CC2)c1	-11	-3	0.0	-6	7	0.93	-2	1.1	0
CCc1ccc(NC(=O)C(C)Nc2ccc(S(=O)(=O)NC(C)=O)cc2)cc1 (stereo unspecified)	-13	14	0.4	0	3	0.97	0	1.1	24
O=S(=O)(Nc1ccccc1)c1ccc(F)cc1	2	-3	-0.7	0	12	0.88	-1	0.98	0
CCC(C)c1ccc(OCCn2cc(/C=N/NC(=O)CSc3nnc(C)s3)c3ccccc32)cc1 (stereo unspecified)	7	-3	1.4	-4	0	1	1	0.93	0
COc1ccc(C2OC(=O)Cc3cc(OC)c(OC)cc32)cc1 (stereo unspecified)	-14	1	0.3	-4	2	0.98	-1	1.1	4
C=C1C2(C(=O)Nc3ccc(SC(F)F)cc3)CCC(C2)C1(C)C (stereo unspecified)	-9	-6	27	0	17	0.83	-3	1.1	-4
C=CCOc1cccc(/C=N/NC(=O)CC(=O)NC2CCCCC2)c1	5	-2	0.5	-3	-18	1.2	0	0.95	2
O=S(=O)(NC1CCN(Cc2ccccc2)CC1)c1ccc(Cl)cc1	-1	-4	3.1	-1	2	0.98	1	1	2
CC(C)[C@H](N)C(=O)NC[C@H]1CC[C@H](C(=O)N[C@@H](Cc2ccccc2)C(=O)O)CC1	-5	0	-0.5	-3	13	0.87	-2	1.1	2
CCOC(=O)c1c(-c2cccs2)csc1NC(=O)C(C)(C)C	11	-4	1.3	-2	4	0.96	1	0.89	-2
COC(=O)[C@@H]1Cc2c([nH]c3ccccc23)C(C)N1C(=O)c1ccccc1 (stereo partly specified)	-11	-7	-0.5	0	-8	1.1	-1	1.1	-1
Cc1cc(C)c2nc(N(CCCN(C)C)C(=O)C3=COCCO3)sc2c1	4	-3	61*	-5	-3	1	0	0.96	-3
CCOC(=O)C1=NN(c2cccc(Cl)c2)C2=NC(C)=C(C(=O)OC)C(c3cccs3)N12 (stereo unspecified)	-4	-4	0.5	-4	-3	1	3	1	-2
O=C(CSc1nc2c(sc3ccccc32)c(=O)n1Cc1ccccc1)NCC1CCCO1 (stereo unspecified)	8	-4	2.8	2	10	0.9	3	0.92	0
O=c1oc2ccccc2c(N2CCOCC2)c1[N+](=O)[O-]	-12	-10	-0.4	-2	-21	1.2	0	1.1	-2
Cc1ccc(-c2nc3sc4c(N)ncnc4c3c3c2CCCC3)cc1	7	-1	3.5	-1	8	0.92	2	0.93	-1
Cc1ccc(S(=O)(=O)NNC(=O)c2cc3cc4ccccc4nc3s2)cc1	8	-1	1.5	-2	2	0.98	1	0.92	0
O=C(Nc1ccon1)c1ccc(Cl)c(S(=O)(=O)N2CCCCC2)c1	-11	-8	-0.7	-5	13	0.87	-1	1.1	0
O=C(OCn1ncc(Br)c(Br)c1=O)c1ccc(F)cc1	-9	-1	1.1	-3	16	0.84	4	1.1	0
CCCN1CCC(=O)N([C@H](CSc2ccccc2)c2ccccc2)CC1	-2	0	-1.4	-7	12	0.88	-2	1	2
COc1ccc(C(=O)CC(Nc2ccc([N+](=O)[O-])cc2)c2ccc(OC)cc2)cc1 (stereo unspecified)	20	-4	2.1	-6	20	0.8	-1	0.8	5
O=C(CCCOc1ccc(Cl)cc1Cl)NN1CCOCC1	7	-3	0.8	0	-16	1.2	-3	0.93	0
Cc1cc(C)n(C(=O)c2ccc(S(=O)(=O)NCC3CCCO3)cc2)n1 (stereo unspecified)	7	-8	-3.4	0	10	0.9	-2	0.93	-3
CCCNC(=S)N1CCN(Cc2ccc3c(c2)OCO3)CC1	2	2	-0.8	2	4	0.96	0	0.98	-2

Assay outcomes (PubChem BioAssay)
